# Tau fibril FP: qHTS for Inhibitors of Tau Fibril Formation, Fluorescence Polarization. K18 P301L tau heparin fibrillization, Alexa594 FP, 6 h. Potency, µM (highest dose often 57.7 µM), without a hit: at the top dose activity, negative = inhibition, usual class: inhibitors. actives 0.39% (n = 280,000); note: % is set by controls: 0 for no effect and ±100 for the full control effect; nearly all actives have a fitted effect of over 55% in size
# Target sequence (P10636 561-689 P618L limits assumed): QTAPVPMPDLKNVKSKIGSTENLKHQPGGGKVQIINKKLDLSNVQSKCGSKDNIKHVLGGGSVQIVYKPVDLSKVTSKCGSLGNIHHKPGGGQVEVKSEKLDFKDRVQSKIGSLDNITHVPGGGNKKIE
#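 Quantitative HTS format: compounds meet 15 uM recombinant K18 P301L tau and Alexa 594-tau tracer in 100 mM sodium acetate pH 7; 20 uM heparin triggers fibrillization at 37 C over 6 hr; FP gives the signal.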
# GAA inh: qHTS Assay for Inhibitors of Human alpha-Glucosidase as a Potential Chaperone Treatment of Pompe Disease; Lysosomal alpha-glucosidase (Homo sapiens), P10253; purified human GAA, 4-MU-alpha-glucoside fluorescence; Potency, µM (series often up to 76.9 µM), for inactives: at the highest dose activity change, negative = inhibition, most hits filed as inhibitors; actives 0.005% (n = 200,000); AID 1466, 2008;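 note: plate controls were uninhibited enzyme wells for no effect and no-enzyme background for full effect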
#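 Human alpha-glucosidase, 4 nM, pre-mixed with test compounds before 400 uM 4-methylumbelliferyl substrate; 20 min room temperature at pH 5.0. Fluorescence read after pH 10 stop; AC50 values from Hill-equation fits.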
# HTT cytoprotect: qHTS Multiplex Assay to Identify Dual Action Probes in a Cell Model of Huntington: Cytoprotection (ATP) | Potency, µM (titrated, usually from 56.4 µM), for inactives: cytoprotection (ATP increase), actives largely listed as activators | actives 0.14% (n = 230,000) | PC12 HTT-Q103 induced, cytoprotection, ATP luminescence, 40 h | AID 1471, 2008;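 note: % of control where 0% means no effect; nearly all actives have a fitted effect of over 45% in size; toxic huntingtin expression switched on by the ecdysone agonist tebufenozide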
#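 Readout: ATPlite luminescence (ATP level). Model: stable PC12, inducible Htt exon1 Q103-GFP. Inducer: tebufenozide, 100 nM final. Compounds: dose series. No G418 in medium.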
# GAA glycogen mod: qHTS Assay for Inhibitors and Activators of Human alpha-Glucosidase Cleavage of Glycogen | Potency, µM (titrated, usually from 76.4 µM), without a hit: at the top dose activity change, negative = inhibition, usual class: inhibitors | Lysosomal alpha-glucosidase (Homo sapiens), P10253 | AID 2100, 2009 | actives 0.38% (n = 300,000) | recombinant GAA, glycogen substrate, Amplex Red glucose oxidase fluorescence;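 note: 0% = full enzyme reaction and -100% = no-enzyme basal signal; the screen sought inhibitors and activators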
#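 Recombinant enzyme (4 nM final) with compounds titrated up to 77 uM and bovine liver glycogen (30 ug) in citrate pH 5.0, 0.01% Tween-20, 37 C 40 min. Released glucose detected by Amplex Red/glucose oxidase (Ex 573/Em 610); AC50 from Hill fits.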
# GAA spleen mod: qHTS Assay for Inhibitors and Activators of Human alpha-Glucosidase From Spleen Homogenate; human spleen homogenate, 4-MU-alpha-glucoside fluorescence; Potency, µM (titrated, usually from 79.9 µM), without a hit: top-dose activity change, negative = inhibition, most hits filed as inhibitors; actives 0.006% (n = 240,000);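 note: 0% = enzyme with vehicle and -100% = no enzyme basal signal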
#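 Compounds were titrated against alpha-glucosidase in spleen homogenate at pH 5.0, with 1 mM 4-methylumbelliferyl substrate for 40 min at 37 C. Reactions were quenched with pH 10 NaOH/glycine and fluorescence measured.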
# Tau fibril ThT: qHTS for Inhibitors of Tau Fibril Formation, Thioflavin T Binding; actives 2.1% (n = 270,000); Microtubule-associated protein tau (Homo sapiens), P10636; recombinant tau K18 P301L, heparin-induced fibrillization, ThT fluorescence; Potency, µM (series often up to 57.4 µM), for the others: at the top dose activity, negative = inhibition, usual class: inhibitors; AID 1460, 2008; note: % is set by controls: 0 for no effect and ±100 for the full control effect; nearly all actives have a fitted effect of over 55% in size
#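 Tau K18 P301L fragment (15 uM unlabeled plus 0.24 uM Alexa 594-labeled) in 100 mM sodium acetate pH 7 with compound, fibrillization induced by 20 uM heparin for 6 hr at 37 C. Thioflavin T (30 uM) added, fluorescence read after 1 hr (ex 450, em 510 nm).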
# Tau fluor counter: Counterscreen qHTS for Inhibitors of Tau Fibril Formation, Fluorescence Polarization. actives 0.93% (n = 280,000). Potency, µM (titrated, usually from 57.7 µM), without a hit: at the highest dose activity change, negative = decrease. tau K18 P301L Alexa594 fluorescence, heparin fibrillization; note: % is set by controls: 0 for no effect and ±100 for the full control effect; nearly all actives have a fitted effect of over 55% in size
#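 Human tau K18 P301L (15 uM unlabeled, 0.24 uM Alexa 594-labeled) in 100 mM sodium acetate pH 7 with 20 uM heparin, 6 hr at 37 C. ThT 30 uM added, 1 hr ambient; Alexa 594 FP and total fluorescence read at 555/632 nm.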
# GLA spleen mod: qHTS Assay for Inhibitors and Activators of Human alpha-Galactosidase From Spleen Homogenate | Alpha-galactosidase A (Homo sapiens), P06280 | human spleen homogenate, 4MU-alpha-Gal fluorescence, 40 min | Potency, µM (titrated, usually from 80 µM), for inactives: at the top dose activity change, negative = inhibition, usual class: inhibitors | actives 0.008% (n = 240,000) | AID 2107, 2009;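 note: 0% = enzyme with vehicle and -100% = no enzyme basal signal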
# Target sequence (P06280 32-429 limits assumed): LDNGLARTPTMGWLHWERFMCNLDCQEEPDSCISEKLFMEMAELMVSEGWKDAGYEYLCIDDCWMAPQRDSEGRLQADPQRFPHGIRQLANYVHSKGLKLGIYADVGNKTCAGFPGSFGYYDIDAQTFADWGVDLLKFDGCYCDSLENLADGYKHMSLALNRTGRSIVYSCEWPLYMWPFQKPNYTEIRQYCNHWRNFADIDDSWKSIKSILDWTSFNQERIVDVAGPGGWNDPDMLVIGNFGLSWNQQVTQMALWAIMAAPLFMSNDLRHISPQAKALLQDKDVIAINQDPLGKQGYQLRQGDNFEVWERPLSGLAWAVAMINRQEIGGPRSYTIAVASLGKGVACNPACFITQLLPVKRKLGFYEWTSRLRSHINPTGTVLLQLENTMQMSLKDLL
#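 Inhibition or activation of alpha-galactosidase in human spleen homogenate is scored by 4-MU fluorescence after 40 min at 37C, pH 5.0, with 1 mM substrate. AC50s come from concentration-response fitted to the Hill equation.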
# An asterisk follows results filed as active; ? = inconclusive; nt = no result given; [ ] = another dose, or the depositor's remark. Calls come from the whole dose curve; as a rule, active = well fitted curve in the direction sought with a large enough effect; inconclusive = small, poorly fitted or top-dose-only effect, or another doubt; inactive = no such curve, though single readings can be large; an effect the other way counts as inactive or inconclusive. Potency is the fitted concentration of half-maximal effect.
SMILES,Tau fibril FP,GAA inh,HTT cytoprotect,GAA glycogen mod,GAA spleen mod,Tau fibril ThT,Tau fluor counter,GLA spleen mod
CCN(CC)C(=O)c1cn(C)c(=O)c2cc(OC)c(OC)cc12,-7%,6%,7%,0%,-9%,-3%,-3%,-17%
CC(=O)Nc1ccc(S(=O)(=O)NC2=NCN(C(C)C)CN2)cc1,0%,nt,nt,-17%[76.3 µM],nt,-5%,-12%,nt
N#Cc1c(-c2ccco2)nc(SCC(=O)Nc2cccc(Cl)c2)[nH]c1=O,0%,1%,-24%,-5%,-2%,-10%,-21%,-9%
COc1ccc(C2CC(c3ccccc3)=NN2C(=O)COC(=O)c2cccc(S(=O)(=O)N(C)C)c2)cc1 (configuration not stated),4%,-8%,7%[10 µM],-5%,-15%,1%,-11%,-6%
O=C1N/C(=N\N=C\c2ccccn2)SC1Cc1cccc(SC(F)F)c1 (configuration not stated),4%,4%,-78%[inhibitor][10 µM],-15%,-1%,-6%,2%,1%
COc1ccc(C(=O)NNc2ccccc2)cc1OC,-8%,0%,-37%[inhibitor],22µM*,2%,?,-13%,2%
OCCN1CCN(c2nc(NCc3ccco3)c3ccccc3n2)CC1,-10%,5%,12%[10 µM],0%,-24%,-9%,-8%,-2%
COC(=O)c1oc2ccc(Br)cc2c1NC(C)=O,2%,-1%,-10%,-5%,-1%,-14%,-4%,0%
Cc1ccc(S(=O)(=O)Oc2ccc(/C=C(/NC(=O)c3ccccc3)C(=O)Nc3ccccc3)cc2)cc1,-6%,7%,-9%,10%,-1%,7%,3%,-8%
COC(=O)Nc1ccc(Cc2ccncc2)cc1,-3%,6%,-33%,-18%,0%,-12%,-12%,-1%
COc1cc(C2C3=C(Nc4nc(N)[nH]c(=O)c42)c2ccccc2C3=O)ccc1O (configuration not stated),13%,nt,7%[10 µM],?,-6%,11µM*,-27%,-8%
CN1CC(=O)N(CC(=O)Nc2ccc(N(C)C)cc2)c2ccccc2C1=O,?,-1%,-11%,21%,0%,?,-29%,-1%
O=C(O)CC1S/C(=N/N=C/C2CC=CCC2)NC1=O (configuration not stated),6%,?,17%[10 µM],?,-1%,-1%,1%,-1%
COc1ccc(C(=O)Nc2cccc(OCc3cc(=O)n4c5c(sc4n3)CCCC5)c2)cc1OC,-9%,nt,nt,-10%[76.3 µM],nt,-15%,?,nt
C=C1CSc2nc3ccccc3c(=O)n21,-5%,-1%,5%,4%,0%,-4%,4%,2%
CN(C)c1nc(N)nc(CSc2nnnn2-c2ccc(F)cc2)n1,-1%,6%,-11%,-7%,-1%,-10%,-10%,0%
CCn1c(Cc2c(C)[nH]c3ccccc23)n[nH]c1=S,0%,-12%,7%,-10%,-1%,-4%,-1%,-3%
COc1ccc(/C=C2\NC(=O)[C@@H]3Cc4ccccc4CN3C2=O)cc1,-8%,nt,-18%,nt,4%,-11%,-4%,1%
Cc1cc(C(=O)CSc2nnc(-c3ccccc3F)o2)c(C)n1Cc1cccs1,-11%,-13%,11%[10 µM],7%,5%,?,-27%,11%
Nc1nc(CN2CCN(C(c3ccccc3)c3ccccc3)CC2)nc(Nc2ccccc2)n1,-21%,nt,1%[10 µM],-1%,-2%,nt,-25%,0%
CCOc1ccccc1NC(=O)c1cc(Cl)ccc1NC(=O)c1ccco1,2%,-7%,-11%,0%,0%,-3%,1%,8%
CCCCNc1nc(C)nc2c1nc(-c1ccccc1)n2C1CCN(Cc2ccccc2)C1 (configuration not stated),0%,nt,-30%,nt,0%,-11%,-10%,3%
O=c1oc(-c2cccs2)nc2sc3c(c12)CCCCC3,-1%,-4%,-36%,10%,3%,-8%,1%,5%
Cc1cccc2c1N(C(=O)CN1C(=O)c3ccccc3C1=O)C(C)(C)c1ssc(=S)c1-2,-9%,-4%,8%[10 µM],9%,4%,6%,-1%,5%
O=C1CC(N2CCN(C/C=C/c3ccccc3)CC2)C(=O)N1CCc1ccccc1 (configuration not stated),?,-2%,-6%,7%,-6%,-4%,-1%,-4%

# Part of the list above, showing only HTT cytoprotect, GAA glycogen mod and GAA inh.
SMILES,HTT cytoprotect,GAA glycogen mod,GAA inh
CC(=O)Nc1ccc(S(=O)(=O)NC2=NCN(C(C)C)CN2)cc1,nt,-17%[76.3 µM],nt
CCOc1ccccc1NC(=O)c1cc(Cl)ccc1NC(=O)c1ccco1,-11%,0%,-7%

# Next results:
SMILES,Tau fibril FP,GAA inh,HTT cytoprotect,GAA glycogen mod,GAA spleen mod,Tau fibril ThT,Tau fluor counter,GLA spleen mod
O=C(NC(=S)NCC1CCCO1)C(c1ccccc1)c1ccccc1 (configuration not stated),-5%,-2%,16%[10 µM],-7%,7%,0%,-11%,-1%
CCC(C)S(=O)(=O)c1oc(-c2cccs2)nc1S(=O)(=O)c1ccccc1 (configuration not stated),-16%,nt,nt,-7%[76.3 µM],nt,9%,-12%,nt
COCCNC(=O)CN(C(=O)CCC(=O)Nc1ccccn1)c1ccc(F)cc1,5%,-12%,-10%,5%,6%,-3%,0%,8%
O=S(=O)(c1ccc(-c2nnc(SCc3ccccc3)o2)cc1)N1CCCC1,-8%,-2%,-10%,-2%,4%,-1%,-9%,8%
OC(c1nc2ccccc2[nH]1)C(O)C(O)C(O)c1nc2ccccc2[nH]1 (configuration not stated),6%,nt,22%[10 µM],4%,-12%,nt,-3%,-6%
COc1ccc(-c2csc(Nc3cccnc3)n2)cc1OC,14%,0%,-58%[inhibitor],-18%,-4%,?,?,-3%
Cc1ccc(-n2nc(C)c3c(C)c(CCC(=O)NCc4ccco4)c(C)nc32)cc1,-1%,-5%,-32%,-4%,-1%,1%,-10%,1%
Cc1cccc(C(=O)NNC(=O)c2cccc([N+](=O)[O-])c2)c1,11%,-2%,8%,2%,-11%,-1%,0%,-16%
CCOc1ccc(OCC)c(NC(=O)C2COc3ccccc3O2)c1 (configuration not stated),1%,-2%,-7%,-9%,-1%,-11%,-12%,2%
CCOC(=O)N1CCN(Cc2nc(N)nc(Nc3ccc(C)cc3)n2)CC1,1%,-1%,2%,-2%,-8%,-10%,-9%,-11%
CS(=O)(=O)NNC(=O)c1csc(Cc2c(Cl)sc3ccc(Cl)cc23)n1,-8%,nt,?,4%,0%,nt,-40%,-3%
Nc1cccc(B(O)O)c1,2%,nt,-45%[inhibitor],nt,0%,-13%,-9%,8%
COc1cc(-n2c(=O)c3ccccc3n(CC(=O)c3ccccc3)c2=O)cc(OC)c1OC,2%,2%,-30%,-8%,-2%,14%,-6%,-7%
Cc1ccc(CN2CCC(N3CCC(C(=O)NCC4CCCO4)CC3)CC2)o1 (configuration not stated),2%,?,-3%[10 µM],10%,1%,4%,0%,4%
COC(=O)c1sc(NC(=S)NC(=O)c2ccccc2C)nc1C,-1%,4%,1%[10 µM],-5%,7%,-16%,-14%,1%
CCOC(=O)c1[nH]cnc1C(=O)Nc1ccccc1OC,0%,4%,-4%[10 µM],8%,1%,-2%,-7%,9%
COc1cc(Cl)c(C)cc1NC(=O)c1nn(C)c2c1CSc1ccccc1-2,-3%,nt,nt,-23%[76.3 µM],nt,5%,2%,nt
CC(=O)N1CCCC1c1nc2ccccc2n1Cc1c(F)cccc1Cl (configuration not stated),5%,nt,nt,7%[76.3 µM],nt,0%,0%,nt
CCCSc1cc(NCCOC(=O)CCC)c([N+](=O)[O-])c2nonc12,9%,-7%,19%[10 µM],-8%,1%,?,?,-5%
COCCN(CC(=O)Nc1cccc(C)c1)S(=O)(=O)c1ccc(S(=O)(=O)N2CCCC2)cc1,-2%,-9%,11%[10 µM],-3%,5%,-3%,-7%,4%
Cn1c(=O)c2c(nc(SCC(=O)O)n2Cc2cccc(C(F)(F)F)c2)n(C)c1=O,3%,-3%,2%[1.9 µM],-2%,0%,-3%,5%,-2%
CC1CCN(c2c(NCc3ccc(C(=O)NCc4cccnc4)cc3)c(=O)c2=O)CC1,5%,8%,-10%,6%,-14%,0%,-1%,-11%
O=C(COc1cccc(NC(=O)c2ccco2)c1)c1ccccc1,-2%,-6%,-42%[inhibitor][10 µM],-5%,-2%,?,-12%,1%
CCCc1nc2ccccc2c(=O)n1NC(=O)c1c(O)c2ccccc2[nH]c1=O,6%,3%,-40%[inhibitor],?,-4%,2%,-4%,-15%
O=S(=O)(/N=C(\Sc1ccc(Cl)cc1)c1ccccc1)c1ccccc1,?,-3%,10%,-1%,6%,35µM*,-11%,8%
COc1cc(C(=O)Nc2ccc3oc(-c4cccnc4)nc3c2)cc(OC)c1OC,-4%,-6%,-31%[inhibitor],2%,4%,-5%,-7%,1%

# Look-ups from above:
# GAA spleen mod, `COCCNC(=O)CN(C(=O)CCC(=O)Nc1ccccn1)c1ccc(F)cc1` is entered as 6%
# GLA spleen mod, `CCOC(=O)c1[nH]cnc1C(=O)Nc1ccccc1OC` is entered as 9%
# GLA spleen mod, `CCOc1ccc(OCC)c(NC(=O)C2COc3ccccc3O2)c1` (configuration not stated) is entered as 2%
# Tau fibril FP, `CS(=O)(=O)NNC(=O)c1csc(Cc2c(Cl)sc3ccc(Cl)cc23)n1` is entered as -8%
# Tau fluor counter, `CCCc1nc2ccccc2c(=O)n1NC(=O)c1c(O)c2ccccc2[nH]c1=O` is entered as -4%
# GAA inh, `Cn1c(=O)c2c(nc(SCC(=O)O)n2Cc2cccc(C(F)(F)F)c2)n(C)c1=O` is entered as -3%
